Screening data: PubChem BioAssay, NMMLSC
ABCG2 inh = blocks JC-1 efflux by human ABCG2 transporter. IgMXP3 cells, flow cytometry. inhibition, % at 6.6 µM. AID 1325. actives 0.1% (n = 190,000). Q9UNQ0;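 active means inhibition above 80%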;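 further: 0% = DMSO and 100% = nicardipine control wells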
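Times: 10 min at 25 °C | Test system: Two drug-resistant human cell lines, ABCG2 and ABCB1 | Quantity: 3 million cells/mL final, two lines in 1:1 ratio | Signal: Flow cytometry, 530 nm JC-1 signal | Dosing: Compound at 6.6 µM | Controls: Nicardipine and DMSO wells | Reagent: JC-1 as fluorescent efflux pump substrate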
Bfl-1 Bim block = human Bim-Bfl-1 interaction inhibition. Q16548. Bead-based flow cytometry, Bim-Bfl-1 binding inhibition. inhibition, % at 10 µM. actives 0.12% (n = 190,000);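 further: 0% = wells without compound plus tracer and 100% = blocker peptide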
Bcl-W Bim block = disrupts Bim peptide binding to human Bcl-W; Q92843; bead-based flow cytometry; inhibition, % at 10 µM; actives 0.02% (n = 190,000); AID 952;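 further: 0% = bound tracer without compound and 100% = peptide blocker; higher means less fluorescent Bim peptide bound to Bcl-W beads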
Bcl-B Bim block = human Bim-Bcl-B interaction inhibition | Q9HD36 | bead-based flow cytometry, Bim peptide-Bcl-B binding | inhibition, % at 10 µM | actives 0.073% (n = 190,000) | AID 951;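 further: 0% = tracer peptide without compound and 100% = reference inhibitor peptide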
Bim-Bcl-XL = inhibitors of Bim-Bcl-XL interaction, human; inhibition, % at 10 µM; actives 0.04% (n = 190,000); Q07817; Bim peptide-Bcl-XL binding, bead flow cytometry, fluorescence; AID 1007
Bim-Bcl-2 = inhibitors of Bim-Bcl-2 interaction, human; P10415; Bead-based flow cytometry, Bim peptide-Bcl-2 binding; inhibition, % at 10 µM; actives 0.06% (n = 190,000); AID 950; in the data active means inhibition above about 40%; inconclusive means no clear call, values can overlap the other calls;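 further: 0% = no compound wells with probe peptide and 100% = reference peptide inhibitor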
RGS7-Gao = human RGS7-Galphao interaction regulation; P09471; Multiplexed bead flow cytometry, RGS7-Galphao binding; actives lie on both sides; binding response (% of control), % at 10 µM; actives 0.35% (n = 220,000); in the data active means binding response below about 49% or above about 150%; inconclusive means no clear call, values can overlap the other calls; inactive means in between;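 further: fluorescent Galphao held in activated GDP-AlF4 state binding bead-coupled RGS7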
Avidin bead fluor = avidin bead compound fluorescence profile | AID 1775 | Avidin beads, compound fluorescence 488/530 nm, flow cytometry; hits give high values | fluorescence (KMESF) at 10 µM | actives 0.38% (n = 220,000); in the data active means fluorescence above about 47; further: inactives centre near 10
RGS4-Gao reg = human RGS4-Galphao interaction regulation; Multiplexed bead flow cytometry, RGS4-Galphao binding; actives lie on both sides; binding response (% of control), % at 10 µM; actives 0.33% (n = 220,000); AID 1415; in the data active means binding response below about 49% or above about 150%; inactive means in between;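 further: fluorescent Galphao activated with aluminum fluoride binding bead-coupled RGS4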
ABCB1 inh = blocks JC-1 efflux by human ABCB1 transporter. P08183. AID 1326. CCRF-Adr cells, flow cytometry. inhibition, % at 6.6 µM. actives 0.067% (n = 190,000); in the data active means inhibition above about 40%;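 further: 0% = vehicle and 100% = reference inhibitor; higher value means more JC-1 retained so stronger ABCB1 efflux block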
Target sequence (P08183 whole entry, looked up): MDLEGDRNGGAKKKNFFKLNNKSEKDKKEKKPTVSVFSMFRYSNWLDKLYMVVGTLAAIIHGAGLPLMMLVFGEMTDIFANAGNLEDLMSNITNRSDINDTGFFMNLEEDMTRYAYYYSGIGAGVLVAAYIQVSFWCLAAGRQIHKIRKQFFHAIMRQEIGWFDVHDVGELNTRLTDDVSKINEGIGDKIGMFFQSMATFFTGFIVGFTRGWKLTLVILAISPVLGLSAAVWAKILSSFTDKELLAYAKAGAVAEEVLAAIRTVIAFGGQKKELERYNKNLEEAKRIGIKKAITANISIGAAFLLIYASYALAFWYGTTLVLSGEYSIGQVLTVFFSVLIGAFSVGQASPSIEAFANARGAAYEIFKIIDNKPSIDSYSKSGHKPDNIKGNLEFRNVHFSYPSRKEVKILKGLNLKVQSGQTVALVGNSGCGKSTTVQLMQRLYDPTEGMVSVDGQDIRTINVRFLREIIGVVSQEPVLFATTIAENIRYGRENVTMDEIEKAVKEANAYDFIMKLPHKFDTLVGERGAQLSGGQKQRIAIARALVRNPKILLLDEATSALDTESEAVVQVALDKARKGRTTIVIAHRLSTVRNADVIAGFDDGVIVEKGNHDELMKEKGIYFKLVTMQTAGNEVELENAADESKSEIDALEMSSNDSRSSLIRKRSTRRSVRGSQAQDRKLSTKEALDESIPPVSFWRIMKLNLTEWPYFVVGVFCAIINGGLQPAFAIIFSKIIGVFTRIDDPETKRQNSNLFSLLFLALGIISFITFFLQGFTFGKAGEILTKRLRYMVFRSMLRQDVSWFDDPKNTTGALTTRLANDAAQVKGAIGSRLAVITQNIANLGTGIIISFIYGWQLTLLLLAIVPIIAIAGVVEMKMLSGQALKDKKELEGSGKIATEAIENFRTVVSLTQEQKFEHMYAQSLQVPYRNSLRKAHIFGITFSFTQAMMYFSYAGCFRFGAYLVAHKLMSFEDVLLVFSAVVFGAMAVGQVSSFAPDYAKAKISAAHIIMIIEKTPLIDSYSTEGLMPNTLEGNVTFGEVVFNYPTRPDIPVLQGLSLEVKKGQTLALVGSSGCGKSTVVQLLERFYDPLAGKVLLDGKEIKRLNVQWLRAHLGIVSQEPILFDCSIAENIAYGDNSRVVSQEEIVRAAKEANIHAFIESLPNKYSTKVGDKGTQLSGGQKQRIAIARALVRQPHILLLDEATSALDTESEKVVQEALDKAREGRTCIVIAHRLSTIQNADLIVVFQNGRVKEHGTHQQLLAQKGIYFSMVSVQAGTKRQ
GSH fluor = GSH bead compound fluorescence profile. actives 0.25% (n = 190,000). GSH beads flow cytometry, compound fluorescence 488/530 nm; hits give high values. fluorescence (KMESF) at 10 µM; in the data active means fluorescence above about 89;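 further: glutathione beads carrying GST-tagged Bcl family fusion proteins plus one bare bead set; values are compound well signal with DMSO vehicle wells as background; inactives centre near 16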
* = called active by the depositor; ? = inconclusive. Unless noted, no stated cut-off is given here; in the data, active means inhibition above about 40%.

SMILES	ABCG2 inh	Bfl-1 Bim block	Bcl-W Bim block	Bcl-B Bim block	Bim-Bcl-XL	Bim-Bcl-2	RGS7-Gao	Avidin bead fluor	RGS4-Gao reg	ABCB1 inh	GSH fluor
COc1ccc(/C=C/c2c([N+](=O)[O-])c(=O)n(C)c(=O)n2C)c(OC)c1OC	13	-3	2	-1	1	0	?	10	114	2.0	14
O=C(CNS(=O)(=O)c1cccs1)NCc1ccc(F)cc1	0	-4	1	-1	2	0	?	7	96	-0.4	11
Cc1ccc(NC(=O)CN(C)C2CCCCC2)cc1Br	-1	-4	1	-5	0	-2	102	9	104	0.0	11
COc1ccc(O)c(C(=O)c2cc(C#N)c(=O)n(Cc3ccccc3)c2)c1	3	-4	0	-3	0	0	96	5	97	0.8	10
COc1ccccc1/C=C/[C@@H]1C[C@H]2CN(Cc3cccc(Cl)c3)C(=O)[C@]23CCCN13	1	-7	-3	-1	-2	-2	102	10	97	1.2	10
COc1cccc(C(=O)OC(C)CN2CCCC2)c1 (stereo unspecified)	1	-11	1	-6	-2	-6	109	17	104	0.1	11
O=C(O)c1ccc(COc2ccc3c4c(c(=O)oc3c2)CCC4)o1	0	0	-2	0	0	0	102	12	100	0.2	16
O=C(C[n+]1ccc(Cc2ccccc2)cc1)Nc1ccccc1	3	-4	0	-3	-2	0	?	9	94	0.4	10
CC(C)CC(=O)NC(=S)Nc1cccc2nsnc12	1	-1	-3	-22	-2	0	?	9	100	-0.5	18
O=S1(=O)N=C(N/N=C/c2ccccn2)c2ccccc21	20	-12	-2	-1	-3	-6	102	16	103	2.3	16
CN(CC(=O)Nc1ccccc1Oc1ccccc1)Cc1ccccc1F	0	-7	-4	-2	-6	-10	96	13	96	0.1	12
Cc1ccc(/C=N/NC(=O)c2cc(C)oc2C)o1	1	-1	-2	1	0	0	102	29	106	0.0	17
CN(C)/C=N/C(=S)Nc1ccccc1F	0	-7	0	-5	3	-6	100	6	102	-0.1	29
Cc1nc(NC(=O)CCc2ccccc2)ccc1Br	15	0	-2	0	5	3	103	4	110	0.4	39
O=C(O)CCCCCNC(=O)CCn1nnc2ccccc2c1=O	0	0	0	0	-1	0	100	14	102	-0.3	23
CC(Oc1ccc(Cl)cc1)c1ccnn1S(C)(=O)=O (stereo unspecified)	17	-16	-3	-10	-9	-9	97	11	101	-0.2	32
O=C(O)c1ccc(N2C(=O)CC(SC(=NCc3ccc4c(c3)OCO4)Nc3ccc(F)cc3)C2=O)cc1 (stereo unspecified)	-1	-13	-3	-3	-2	-9	102	22	102	-0.8	8
Cc1ccc(NC(=O)NC2(C(=O)NCc3ccccc3)CCCCC2)cc1	5	-10	1	-7	4	-11	104	8	103	1.0	50
COc1cc(/C=N\NC(=O)CNC(=O)c2cccc([N+](=O)[O-])c2)ccc1O	-1	0	-1	0	-1	-1	100	13	100	-0.6	23
CCC(=O)n1nc(-c2ccc(OC)cc2)nc1SC	10	-4	-6	-12	-6	-3	102	7	103	1.3	18
Cc1ccc(CNC(=O)CSc2ccc(-c3ccco3)nn2)cc1	0	-10	-7	-8	-9	-6	95	14	101	0.3	19
Cc1c(F)cccc1NC(=O)CCCCCC1NC(=O)NC1C (stereo unspecified)	12	-4	0	-2	-2	-3	97	9	98	1.1	20
COCCCn1c(-c2ccsc2)nc2c1c(=O)[nH]c(=O)n2Cc1ccccc1	27	-3	0	0	-1	-2	98	8	99	2.1	56
CCOC(=O)Cc1csc(NC(=O)c2ccc(OC)c(OC)c2)n1	3	0	0	-1	-1	0	98	28	97	0.7	13
S=C(Nc1ccc(Cl)cc1)NN1CCOCC1	-1	-8	-9	-13	-9	-7	98	12	96	-0.1	12
CCOC(=O)CSc1ncnc2c(C(=O)OCC)c3n(c12)CCC3	3	-1	-2	-2	0	-1	96	1	96	0.7	6
Cn1ncc2c(Nc3cccc(C(=O)O)c3)ncnc21	6	-2	0	1	3	0	105	31	108	0.7	16
COc1ccccc1-c1noc(CCC(=O)Nc2cccc(C(F)(F)F)c2)n1	55	-24	-3	-11	-8	-17	97	33	96	0.5	23
CCOC(=O)c1sc2nc(C)nc(NCCc3ccccn3)c2c1C	6	0	1	-1	0	1	105	11	104	4.1	71
Cc1ccc(S(=O)(=O)Nc2ccccc2C(=O)Nc2ccc(S(=O)(=O)Nc3nccc(C)n3)cc2)cc1	-2	-2	-2	4	-1	-1	100	5	102	-0.2	9
O=C(Cc1ccc(F)cc1)Nc1ccc(S(=O)(=O)N2CCCCC2)cc1	6	-1	2	0	2	0	96	10	98	0.7	27
Cn1c(=O)c2c(nc(Sc3n[nH]c(N)n3)n2Cc2ccccc2Cl)n(C)c1=O	3	-3	-2	-5	-4	-10	100	8	98	0.5	10
CCOC(=O)c1cc(-c2cccc([N+](=O)[O-])c2)n[nH]1	29	-2	2	0	1	1	?	9	98	0.8	21
COc1cc(C=C(c2nc3ccccc3s2)c2nc3ccccc3s2)ccc1O	5	-11	-2	-8	-6	-5	93	10	93	2.6	9
Cc1ccc2c(c1)C(=O)N(CCCCO)C2=O	7	0	2	1	3	-4	97	10	93	0.5	14
N#Cc1ccc(Oc2ccc(C(N)=O)cc2)cc1C#N	10	-1	-1	-1	-2	-1	95	5	94	1.0	36
CCN(CC)S(=O)(=O)c1cc(Br)ccc1OC	4	-2	-3	-3	-4	-4	95	22	92	1.0	24
CC(Sc1nncn1C)C(=O)Nc1ccc(Cl)cn1 (stereo unspecified)	0	-16	-5	-10	-11	-7	102	7	99	0.1	19
COCCNC(C)C(=O)C12CC3CC(CC(C3)C1)C2 (stereo unspecified)	1	-1	2	0	1	0	98	16	100	0.4	8
O=C1CC(SC2=NCCS2)C(=O)N1c1ccc(Br)cc1 (stereo unspecified)	-3	-3	0	-7	-6	-2	92	3	95	0.0	12
Cc1cnnn1-c1ccc([N+](=O)[O-])cc1	18	-2	-1	-1	1	-1	100	9	98	-1.1	14
CC(C)CN(C(=O)COC(=O)Cn1cnc2ccccc2c1=O)C1CCS(=O)(=O)C1 (stereo unspecified)	0	-2	2	-5	-2	-6	101	23	103	0.0	17
CCOCCOC(=O)c1[nH]c2c(c1C)C(=O)CC(c1cccs1)C2 (stereo unspecified)	4	-4	0	-5	-3	1	97	8	96	0.3	22
COc1ccc(-c2cc(C(F)(F)F)nc(-n3ccnc3C)n2)cc1	5	1	0	4	4	3	102	2	106	0.7	5
CCCCSc1nc2c(cnn2-c2ccc(Cl)cc2)c(=O)[nH]1	7	0	-1	0	0	0	99	21	101	0.7	20
Cc1ccc(-c2csc(NC(=O)C3CC(=O)N(Cc4ccco4)C3)n2)cc1 (stereo unspecified)	5	-4	-2	-3	-3	-5	102	11	104	-1.3	16
O=C(Nc1nc(-c2cccs2)cs1)c1ccc(S(=O)(=O)N2CCCC2)cc1	-1	-1	-3	-3	-4	0	109	40	108	0.1	13
O=C(COC(=O)COc1ccccc1Cc1ccccc1)Nc1cccnc1Cl	1	-1	-1	-4	-3	-4	100	1	98	0.1	9
COc1cc(SC)ccc1C(=O)NCc1ccccc1	19	1	-3	-4	-5	1	100	7	97	0.6	15
COc1cc(NC(=O)c2ccco2)c(C(=O)OCC(=O)c2c[nH]c3ccccc23)cc1OC	1	1	-4	-3	-10	0	115	13	110	2.0	10

Next structures follow.
SMILES	ABCG2 inh	Bfl-1 Bim block	Bcl-W Bim block	Bcl-B Bim block	Bim-Bcl-XL	Bim-Bcl-2	RGS7-Gao	Avidin bead fluor	RGS4-Gao reg	ABCB1 inh	GSH fluor
C=CCOC(=O)c1ccc(-n2cncn2)nc1	5	-14	2	-8	-7	-12	102	13	94	-0.2	45
Cc1cc(C)cc(N2C(=O)N(c3ccccc3C)C3CS(=O)(=O)CC32)c1 (stereo unspecified)	23	-18	0	-8	-7	-8	98	21	98	1.8	25
Cn1c2ccccc2c2ncn(CCCN3CCOCC3)c(=O)c21	2	0	0	-1	-3	-2	100	12	94	0.5	15
CCOC(=O)C(CCOc1cccc(CC)c1)C(=O)OCC	6	-12	-2	-16	-7	-7	100	12	99	0.6	21
CS(=O)(=O)N1CCN(C(=O)c2cccnc2)CC1	1	-4	-1	0	0	-3	97	7	88	0.3	67
CC(=O)Nc1ccc(OCC(=O)NCc2ccc(C)cc2)cc1	1	-1	2	-5	-1	2	99	24	99	0.3	28
O=C(Cn1nnc(-c2ccccc2F)n1)Nc1ccc(S(=O)(=O)NC2CCCC2)cc1	1	-3	-1	0	-3	1	90	5	87	-0.4	16
COc1ccccc1N1CCN(S(=O)(=O)c2cc(C)sc2C)CC1	0	-11	0	-8	0	-7	99	6	99	0.2	23
O=C(C1=C[C@@H](C2CC2)C[C@@H](OCc2ccc(CO)cc2)O1)N1CCN(Cc2ccccc2)CC1	13	-4	0	-3	0	1	97	7	99	4.2	17
CCN(CC)S(=O)(=O)c1ccc(F)c(C(=O)NCCCN2CCOCC2)c1	0	0	-3	-3	0	0	99	34	100	-0.1	29
Cc1ccc(-c2ccc(SCC(=O)c3ccccc3)nn2)cc1	1	-9	-12	-26	-13	-4	104	13	107	-0.5	19
CS(=O)(=O)NCCn1ccc2ccccc21	2	-10	-3	-9	-5	-5	101	29	100	1.1	12
CCC(=O)Nc1cccc(NC(=O)c2cc3ccccc3o2)c1	5	-5	-3	-8	-5	-5	98	5	102	0.6	45
O=C(O)/C=C/c1coc2ccccc2c1=O	-1	-18	0	-4	-1	-5	102	9	101	-0.7	10
CC1(C)CN(c2ccc(F)cc2)C1=O	2	-7	-3	-7	-5	-6	101	11	98	0.5	14
Cc1ccc(C(C(=O)NC2CCCCC2)N(C(=O)CCCC(=O)Nc2ccccn2)c2ccc3c(c2)OCCO3)cc1 (stereo unspecified)	1	-7	0	-4	-4	-3	105	15	105	0.2	10
C/C(=N/NC(=O)CN1CCN(S(=O)(=O)c2ccc(Br)cc2)CC1)c1ccco1	10	-4	-7	-6	-4	-4	95	9	98	1.2	12
CC(C)(C)c1csc(NC(=O)c2ccncc2)n1	1	-5	-13	0	-18	-1	94	39	94	0.2	10
COc1ccc(-c2c(C)nc(N)nc2-c2ccc(OCc3ccc(C)cc3)cc2O)cc1OC	17	0	1	2	0	7	97	3	101	2.4	18
CCOC(=O)N/N=C/c1cn(CCCOc2ccc(C)cc2)c2ccccc12	14	2	-5	-2	-5	-3	96	8	101	0.4	11
CC(C)(C)C1CCC2(CC1)Nc1cccc3cccc(c13)N2	0	5	4	0	0	1	94	32	88	-0.3	18

Grouped by structure: those above containing a COOH group (5)
SMILES	ABCG2 inh	Bfl-1 Bim block	Bcl-W Bim block	Bcl-B Bim block	Bim-Bcl-XL	Bim-Bcl-2	RGS7-Gao	Avidin bead fluor	RGS4-Gao reg	ABCB1 inh	GSH fluor
O=C(O)c1ccc(COc2ccc3c4c(c(=O)oc3c2)CCC4)o1	0	0	-2	0	0	0	102	12	100	0.2	16
O=C(O)CCCCCNC(=O)CCn1nnc2ccccc2c1=O	0	0	0	0	-1	0	100	14	102	-0.3	23
O=C(O)c1ccc(N2C(=O)CC(SC(=NCc3ccc4c(c3)OCO4)Nc3ccc(F)cc3)C2=O)cc1 (stereo unspecified)	-1	-13	-3	-3	-2	-9	102	22	102	-0.8	8
Cn1ncc2c(Nc3cccc(C(=O)O)c3)ncnc21	6	-2	0	1	3	0	105	31	108	0.7	16
O=C(O)/C=C/c1coc2ccccc2c1=O	-1	-18	0	-4	-1	-5	102	9	101	-0.7	10
